HT1080 viability: cytotoxicity in HT1080 fibrosarcoma cells, cell-based, fluorescence readout (AID 620). one-dose cytotoxicity, % at 10 µM; EC50 in µM for titrated hits. HT1080 viability, fluorescence; higher % means a stronger effect. hit rate 0.42% among 87,000; in the data active means cytotoxicity above about 50%;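 further: cells exposed to compound overnight then 4 h with Alamar Blue; 0% = vehicle DMSO and 100% = killing control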
Numbers without * were called inactive; & = joins results of further samples. These rows are one share of the data; rates above refer to the full screens.

| Structure | HT1080 viability |
| --- | --- |
| O=C(c1ccc(-c2nnc(Nc3ccccc3)c3ccccc23)cc1)N1C[C@H]2C[C@H](C1)c1cccc(=O)n1C2 | -9% |
| COc1ccc(OC)c(-n2nnnc2SCC(=O)O)c1 | -11% |
| Cc1ccc(OCC(=O)N2CCN(c3nnc(-c4ccccc4)c4ccccc34)CC2)cc1 | -15% |
| CNC(=O)C1CC(=O)N(Cc2ccc(OC)c(OC)c2)C(=Nc2ccc(OC)cc2)S1 (centres undefined) | 12% |
| CCOn1c(=O)c(-c2ccc(OC)c(OC)c2)[n+]([O-])c2ccccc21 | -7% |
| CCc1ccccc1NC(=O)N[C@H](C(=O)O)C(C)CC (some centres undefined) | -8% |
| COc1cc(/C=C2/C(=O)N=C(N)N2C)cc(OC)c1OC | 3% |
| COc1cccc(CNS(=O)(=O)c2cccc(S(=O)(=O)N3CCOCC3)c2)c1 | 11% |
| N#C/C(C(N)=O)=C1/CCc2ccccc2N1 | 8% |
| O=C(O)CC1(CC(=O)Nc2ccc3ccccc3c2)CCCCC1 | 9% |
| Cc1ccc(-c2nnc(SCC(C)C)n2C)cc1 | -8% |
| CC1(C)CC(=O)c2c(oc3cc(O)c(O)cc23)C1 | 19%&11% |
| CC(C)NC(=O)c1cc(-n2cnnc2)ccc1Cl | 2% |
| O=c1[nH]c2cc3c(cc2cc1C(c1nnnn1CC1CCCO1)N1CCCCCC1)OCCO3 (centres undefined) | 4% |
| O=C(c1ccc(F)cc1)N1CCCCC(Sc2nnnn2-c2ccccc2)C1=O (centres undefined) | -10% |
| Cc1ccc2nc(-c3ccc(Br)o3)oc(=O)c2c1 | 16% |
| O=C(C1=C(O)C(=O)N(c2ncccn2)C1c1ccc(Cl)cc1)c1ccco1 (centres undefined) | -2% |
| Cc1cccc(-c2nc(=S)c3c(o2)CCCC3)c1 | -19% |
| O=C(CCS(=O)(=O)c1cccc2nsnc12)NC1CCCCCC1 | -8% |
| CCN(CC)C(=O)N1CCn2c(nc3ccccc32)C1 | 4% |

4 entries from above in another layout:
CNC(=O)C1CC(=O)N(Cc2ccc(OC)c(OC)c2)C(=Nc2ccc(OC)cc2)S1 (centres undefined)
  HT1080 viability = 12%

CCOn1c(=O)c(-c2ccc(OC)c(OC)c2)[n+]([O-])c2ccccc21
  HT1080 viability = -7%

CCc1ccccc1NC(=O)N[C@H](C(=O)O)C(C)CC (some centres undefined)
  HT1080 viability = -8%

COc1cc(/C=C2/C(=O)N=C(N)N2C)cc(OC)c1OC
  HT1080 viability = 3%

(next part)
| Structure | HT1080 viability |
| --- | --- |
| CCc1cccc2c(C(=O)CSc3nnc(-c4ccoc4C)n3C)c[nH]c12 | 1% |
| Cc1cccc2nc(CSc3nc4[nH]ncc4c(=O)n3-c3cccc(Cl)c3)cc(=O)n12 | 4% |
| Cn1c(SCC(=O)C(C)(C)C)nnc1-c1ccccn1 | 6% |
| Cc1nn(-c2cccc3cccnc23)c(=O)c2ccccc12 | 7% |
| O=C(NCc1cccnc1)C1COc2ccccc2O1 (centres undefined) | -18% |
| O=c1c2c3c(sc2ncn1-n1cccc1)CCCCC3 | 11% |
| CC(C)C(NC(=S)NCc1ccccc1)C(=O)O (centres undefined) | -20% |
| CCn1c(SCC(=O)Nc2oc(-c3ccccc3)c(-c3ccccc3)c2C#N)nnc1-c1ccncc1 | -17% |
| COc1cccc(C2=NOC(C(=O)Nc3ccccc3SC)C2)c1 (centres undefined) | 1% |
| CCn1nccc1C(=O)Nc1nc2ccccc2n1CCN1CCCCC1 | -16% |
| COc1ccc(C2C3=C(CCCC3=O)Nc3c(-c4ccccc4)c(C)nn32)cc1 (centres undefined) | -14% |
| Cc1ccc2[nH]c(=O)c(CN(CCCN(C)C)C(=O)Nc3ccc(Cl)cc3)cc2c1 | 16% |
| Cc1cccc(NS(=O)(=O)c2ccc(Br)s2)n1 | 3% |
| O=C(OCC#CCSc1nnc(-c2ccc([N+](=O)[O-])cc2)o1)c1cccs1 | -11% |
| COCCN1Cc2cccc(C(=O)N3CCN(c4ccccc4)CC3)c2C1=O | -3% |
| CCOC(=O)C1=C(COc2ccccc2)NC(=O)NC1c1cccc([N+](=O)[O-])c1 (centres undefined) | -3% |
| CC/C(O)=N\S(=O)(=O)c1ccc(N=NN(C)C)cc1 | -5% |
| COc1ccc(CCNC(=O)CCC(=O)N2CCN(S(=O)(=O)c3ccc(Cl)cc3)CC2)cc1OC | 9% |
| Cc1ccc(CN(c2ccc(C(=O)Nc3ccc4c(c3)OCO4)cc2)S(C)(=O)=O)cc1 | 8% |
| Cc1cc(Cl)c(S(=O)(=O)N2CCCCCC2)cc1OCC(=O)NC1CCCCC1 | -2% |

3 compounds picked at random from the list so far:
| Structure | HT1080 viability |
| --- | --- |
| CC/C(O)=N\S(=O)(=O)c1ccc(N=NN(C)C)cc1 | -5% |
| CCn1nccc1C(=O)Nc1nc2ccccc2n1CCN1CCCCC1 | -16% |
| COc1cccc(C2=NOC(C(=O)Nc3ccccc3SC)C2)c1 (centres undefined) | 1% |

Next section:
| Structure | HT1080 viability |
| --- | --- |
| COc1ccc(NC(=O)CCN2CCN(S(=O)(=O)c3ccc(Cl)cc3)CC2)cc1 | -5% |
| CC1=C(C(=O)OC(C)C)C(c2ccc(C)o2)NC(=O)N1 (centres undefined) | -6% |
| CCCOc1ccc(C(O)C(CN2CCOCC2)c2ccccc2)cc1 (centres undefined) | -16% |
| C=C(C)COc1ccc(-c2[nH]ncc2-c2ccccc2)c(O)c1 | -7% |
| CCOC(=O)C1=C(C)N(CCCCCC(=O)O)C(=O)NC1c1ccccc1OS(=O)(=O)c1ccccc1[N+](=O)[O-] (centres undefined) | -14% |
| Cc1cc(Cl)ccc1OCC(=O)Nc1nc(-c2cccs2)cs1 | 2% |
| O=C1/C(=C/c2ccccc2)CSc2sccc21 | 3% |
| CCC1CCCCN1C(=O)c1c(-c2ccccc2)noc1C (centres undefined) | -13% |
| CC(=O)Nc1cc(C(C)C)c(O)c(C(C)C)c1 | 0% |
| O=C1Nc2cc(Cl)c(Cl)cc2N(O)N1c1cc(Cl)cc(Cl)c1 | 3% |
| COCc1cc(=O)n2[nH]c(-c3ccc(C)cc3)cc2n1 | 4% |
| COc1ccc(Cc2nnc(NC(=O)c3ccco3)s2)cc1 | -16% |
| Nc1nc(CSc2nnnn2-c2ccc(Cl)cc2)nc(N2CCOCC2)n1 | -16% |
| CCOc1cc2[nH]c(=S)n(CCN3CCC(C)CC3)c(=O)c2cc1OCC | 0% |
| O=C(CN(C(=O)c1ccc(Cl)cc1)N1C(=O)C2CCCCC2C1=O)c1ccc(Cl)cc1 (centres undefined) | 0% |
| O=C(Nc1ccc2c(c1)C(=O)N(CC1CCCO1)C2=O)c1ccc(Cl)c(Cl)c1 (centres undefined) | 7% |
| CCC(C)NC(=O)CSC1=Nc2ccccc2C2=NC(c3ccccc3)C(=O)N12 (centres undefined) | 6% |
| CCCC1S/C(=N/N=C/c2ccc(C)cc2)N(Cc2ccc(OC)cc2)C1=O (centres undefined) | -5% |
| CCn1cnc2cc(NS(=O)(=O)c3ccc(C)cc3)ccc21 | 12% |
| COC(=O)CCN(C(=O)c1cccc(OC(C)=O)c1)c1ccccn1 | 6% |
| COc1ccccc1-c1nc(C#N)c(N2CCCCCC2)o1 | -4% |
| COC(=O)C1CCN(CC(N)=O)CC1 | 4% |
| COC(=O)[C@@H]1C[C@@]2(O)[C@H](O)[C@H](O)[C@H](O)C[C@H]2N1Cc1ccc(C(C)(C)C)cc1 | 9% |
| COc1ccccc1N1CCN(CCN2C(=O)CC(=C3c4ccccc4-c4ccccc43)C2=O)CC1 | -5% |
| O=C(NC1(C(F)(F)F)NC(=O)N(Cc2cccnc2)C1=O)c1ccccc1 (centres undefined) | -12% |
| C/C(Cn1cnc([N+](=O)[O-])n1)=N\NC(=O)c1ccccc1F | -5% |
| CCCCCCOC(=O)Cc1c(C)nc(-c2ccccc2)[nH]c1=O | 3% |
| Cc1oc2c(c1C(=O)Nc1cccc3ccccc13)CCCC2 | -3% |
| Cc1ccc2nc(SCC(=O)c3ccc(Cl)s3)[nH]c2c1 | -7% |
| COC(=O)c1c(C(=O)OC)c(-c2ccccc2)n2c1CS(=O)(=O)C2 | 1% |
| COc1ccc(Cl)cc1NC(=O)C(C)Sc1nncn1C (centres undefined) | 6% |
| COc1ccc(C(=O)N(C(C)C)C(C)C)c(OC)c1 | 2% |
| CC1(C)CN2C(=S)N(c3ccccc3)C(c3ccccc3)N2C1 (centres undefined) | -5% |
| COc1cc(C(=O)NCCN2CCCC2)cc(OC)c1OC | 3% |
| O=S(=O)(c1ccc2oc3ccccc3c2c1)N1CCOCC1 | -16% |
| COc1ccccc1OCc1ccc(C(=O)NCc2cccnc2)o1 | -5% |
| COC(=O)C1=C(CCc2ccccc2)NC(=O)NC1c1ccc([N+](=O)[O-])cc1 (centres undefined) | -11% |
| Cc1cc(=O)oc(C)c1C(=O)N1CCCc2ccccc21 | -5% |
| COc1cc(S(=O)(=O)Nc2ccccn2)ccc1F | 1% |
| C=CCn1c(Cc2cccs2)nnc1SCC(=O)c1ccc2ccccc2c1 | -6% |

Gathered by group: the entries above containing a cyano group (three)
| Structure | HT1080 viability |
| --- | --- |
| N#C/C(C(N)=O)=C1/CCc2ccccc2N1 | 8% |
| CCn1c(SCC(=O)Nc2oc(-c3ccccc3)c(-c3ccccc3)c2C#N)nnc1-c1ccncc1 | -17% |
| COc1ccccc1-c1nc(C#N)c(N2CCCCCC2)o1 | -4% |

Next compounds.
| Structure | HT1080 viability |
| --- | --- |
| CC(C)CSc1nnc(N)s1 | -7% |
| COc1c(C)cc(S(=O)(=O)NC2CC(C)(C)NC(C)(C)C2)c(C)c1C | -9% |
| O=C1C2C3C=CC(C3=C(c3ccccc3)c3ccccc3)C2C(=O)N1Cc1ccccc1 (centres undefined) | 14% |
| COc1ccc(CNc2nn[nH]n2)cc1OC | 9% |
| Cc1[nH]n(C(N)=S)c(=O)c1N=Nc1ccc(S(=O)(=O)N2CCCCCC2)cc1 | -4% |
| CCOP(=O)(OCC)c1nc(/C=C/c2ccccc2)oc1NCc1ccc(OC)cc1 | -25% |
| COc1ccc(Cl)cc1NC(=O)c1ccccc1C | -6% |
| O=S(=O)(c1ccccc1)N1c2cc(Cl)ccc2Oc2nc3ccccc3nc21 | -5% |
| Brc1ccc2ncnc(NCc3ccccc3)c2c1 | -10% |
| O=C(/C=C/Sc1ccccc1)c1ccc(Cl)cc1 | 19% |
| CCOC(=O)N1CCN(Cc2nc(N)nc(Nc3ccc(OC)cc3)n2)CC1 | -10% |
| CC(=O)Nc1ccc(NC(=O)C2CCN(c3c(Cc4ccccc4)c(C)nc4ncnn34)CC2)cc1 | 0% |
| COc1ccc(C)cc1NC(=O)CSc1nnc(CC(=O)Nc2ccccc2C)n1C | 5% |
| COc1ccc(NS(=O)(=O)c2c(C)cc(C)cc2C)cc1 | 21% |
| COc1cc(OC)cc(-c2nc3ccccc3c(=O)o2)c1 | 6% |
| CCOC(=O)n1cc(-c2cnc(CNC(=O)C(C)(c3ccccc3)c3ccccc3)o2)c2ccccc21 | -24% |
| CNC(=O)CC(=O)Nc1ccccc1C(=O)O | 8% |
| Cn1c(SCC(=O)c2ccccc2)nnc1-c1ccc(O)cc1 | 7% |
| CC1(C)CC(O)(CNCc2ccc3c(c2)OCO3)CCO1 (centres undefined) | -3% |
| Cc1ccc(C(=O)Nc2cccnc2)cc1NC(=O)c1ccco1 | -4% |

Structures above that contain a tert-butyl group:
| Structure | HT1080 viability |
| --- | --- |
| Cn1c(SCC(=O)C(C)(C)C)nnc1-c1ccccn1 | 6% |
| COC(=O)[C@@H]1C[C@@]2(O)[C@H](O)[C@H](O)[C@H](O)C[C@H]2N1Cc1ccc(C(C)(C)C)cc1 | 9% |

(list continues)
| Structure | HT1080 viability |
| --- | --- |
| O=C(CCc1nc2ccccc2c(=O)[nH]1)NCc1cccc(Cl)c1 | 0% |
| O=C(Nc1ccccc1)N1CCOCC1 | -4% |
| CSc1ncc(Cl)c(C(=O)Nc2nnc(SC/C=C/c3ccccc3)s2)n1 | -7% |
| COc1ccc(OC)c(-n2c(=S)[nH]c3cc(C(=O)NCCCN4CCCC4=O)ccc3c2=O)c1 | -13% |
| Cc1ccc(C2(C)NC(=O)N(CCOc3ccccc3)C2=O)cc1 (centres undefined) | -7% |
| COc1ccc(NC(=S)NNC(=O)OC(C)(C)C)cc1OC | 0% |
| COc1ccccc1-n1cnc2cc(C(=O)NC3CCCC3)ccc21 | -37% |
| Cc1cc(=O)oc2cc(OCC3CC(c4ccccc4)=NO3)ccc12 (centres undefined) | 8% |
| CC(C)C(=O)NS(=O)(=O)c1ccc(N)cc1 | -3% |
| O=C1C2C3C=CC(C4CC34)C2C(=O)N1/N=C/c1ccc(-c2ccccc2[N+](=O)[O-])o1 (centres undefined) | -14% |
| COc1cccc(-c2nnc(SCC(=O)Nc3cc(C)on3)n2C)c1 | 7% |
| CCSc1nc2ccccc2n1Cc1ccccc1F | -10% |
| COC(=O)c1ccc(C#CC(NP(=O)(c2ccccc2)c2ccccc2)c2ccccc2)cc1 (centres undefined) | -13% |
| O=C(c1ccccc1)[C@H]1CC=CC[C@H]1C(=O)O | -9% |
| CCOC(=O)c1sc(=S)n(-c2ccc(Cl)cc2)c1C | -3% |
| Fc1ccc(NC(=S)N2N=CCC2c2ccccc2)cc1 (centres undefined) | -20% |
| COc1ccccc1NC(=O)CC1C(=O)NCCN1C(=O)Nc1ccccc1 (centres undefined) | -6% |
| CCOc1ccc(N(CC)C(=O)COc2cc(=O)n(CC)c3ccccc23)cc1 | -2% |
| Cc1nnc(N2CCN(C)CC2)c2nn(-c3ccc(Cl)cc3)c(C)c12 | 5% |
| Cc1cccc(NC(=O)CCCN2C(=O)c3ccccc3C2=O)n1 | 19% |
| O=C(Cc1ccccc1)NC1CCS(=O)(=O)C1 (centres undefined) | 4% |
| COCCn1nnnc1C(CC(C)C)N1CCN(c2ccccc2)CC1 (centres undefined) | -13% |
| O=C(O)C1CC(=O)N(c2ccc(OCc3ccccc3)cc2)C1 (centres undefined) | -5% |
| FC(F)(F)c1ccccc1NC(=S)NN1CCOCC1 | 3% |
| O=C(NNC(=O)c1ccc(SCC2CCCO2)c([N+](=O)[O-])c1)c1ccc(Cl)c([N+](=O)[O-])c1 (centres undefined) | -12% |
| Cc1nnc(OCC(=O)NCCC2=CCCCC2)c2ccccc12 | -6% |

Compound activity as filed in PubChem BioAssay.
